# HTR2A ag: mouse Htr2a agonists via beta-arrestin recruitment, primary screen, cell-based, luminescence; CHO-K1 mHTR2A beta-arrestin complementation; percent of 30 µM serotonin response; actives 0.66% (n = 360,000); activation, % at 7.6 µM; 5-hydroxytryptamine receptor 2A (Mus musculus), P35363;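 active = activation above a run cutoff, the mean activation of all tested compounds plus 3 SD, cut at about 14% in these data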;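 note: 0% = plate median of compound wells and 100% = 30 µM serotonin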
# iPSC survival up: enhancers of single-cell hiPSC survival, primary screen, ATPlite luminescence | AID 602274, 2012 | survival enhancement, % at 20 µM | 100% = ROCK inhibitor wells, 0% = DMSO | actives 0.044% (n = 360,000); in the data active = survival enhancement above about 18%;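 note: cells exposed to compounds for 16 hours before the ATP read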
# N-glyco inh: increase of ERlucT glycosylation luciferase signal, primary screen, N-linked glycosylation inhibitor project, D54 ERlucT cells, luminescence, set 2; actives 0.23% (n = 360,000); reporter increase, % at 12.5 µM; D54 ERlucT glycosylation luciferase reporter, 24 h; percent of 100 nM tunicamycin response;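 active = mean luciferase reporter signal, scaled so untreated is 0 and the glycosylation-blocking control 100, at or above a set limit in every replicate; inconclusive = mean reaches the limit but not every replicate does; inactive = mean below the limit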;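 note: luciferase carries N-glycosylation sites so blocking glycosylation raises the light; 0% = median of neutral control wells and 100% = median of 100 nM tunicamycin wells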
# CaV13 FRET inh: Disruptors of the CACNA1D IQ motif to Ca2+-dependent inactivation inhibitor domain association, primary screening, Förster resonance energy transfer in intact living …; HEK cells, CFP/YFP FRET ICDI-IQ, plate reader, 10 min; percent FRET-ratio fall versus neutral wells; inhibition, % at 12.3 µM; actives 0.098% (n = 340,000); AID 743397;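 active = mean replicate inhibition of at least 30% and at least 1% of replicates passing that level; inconclusive = only one of the two criteria is met; inactive = neither criterion is met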;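 note: 0% = median of the neutral control wells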
# Cardio protect: cardioprotection against H2O2-induced cell death, primary screen, uHTS, H9c2 cells, ATPLite luminescence; H9c2 cardiomyocytes, H2O2 injury protection, 2 h; protection from H2O2 cell death, % at 20 µM; AID 588492, 2011; actives 0.63% (n = 360,000);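 active = compounds giving at least 50% protection of heart cells from peroxide-induced death in the single-dose screen, raw or plate-pattern-corrected value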;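 note: 0% = DMSO wells with peroxide and 100% = DMSO wells without peroxide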
# Vif inh: HIV Vif self-association inhibitors, primary screen, imaging, HEK293T, single point | inhibition, % at 7.49 µM | HEK293T cells, Vif self-association by quenched fluorescence, 24 h | actives 0.35% (n = 340,000); in the data active = inhibition above about 50%, passing the limit was not always enough; inconclusive = no clear call, values can overlap the other calls; inactive = below about 31%; note: some results filed as inactive read as strong as hits
# aDG glyco up: activators of alpha-DG glycosylation, primary screen, uHTS, Pro5-aDG cells, AlphaScreen. activation, % at 10 µM. alpha-DG glycosylation AlphaScreen (IIH6); 0% Pro5, 100% B10-LARGE cell signal. actives 0.22% (n = 360,000);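 active = activation of at least 8% versus controls, or a plate z-score of at least 8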;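 note: Pro5 are CHO cells carrying HIG-tagged alpha-DG that lacks glycosylation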
# Exocytosis inh: LAMP-1 surface exposure blockers, TALL-104 cells – cell-based, flow cytometry, MLPCN library, primary screen; inhibition, % at 10 µM; TALL-104 LAMP-1 surface exposure; cells stimulated with thapsigargin and PMA; AID 651702, 2012; actives 0.66% (n = 360,000);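 active = inhibition above about 55%, limit read from the data; inconclusive = no clear call, values can overlap the other calls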
# PDI turbidity: inhibitors of human PDI, primary screen, biochemical, turbidity, single point, plate reader. inhibition, % at 10 µM. AID 588391, 2011. Protein disulfide-isomerase (Homo sapiens), P07237. PDI insulin aggregation turbidity, A650, 90 min. actives 0.052% (n = 350,000);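 active = mean inhibition across replicates of 30% or more, whatever share of single replicates reach that level; inconclusive = mean inhibition below 30% while every single replicate reaches 30%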;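 note: absorbance from insulin aggregation driven by PDI reduction with DTT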
# ABCB6 inh MLPCN: ABCB6 transporter inhibitors, primary screen, K562-ABCB6 cells, flow cytometry, MLPCN library | actives 0.19% (n = 360,000) | K562-ABCB6 porphyrin accumulation, 1 h; stronger effect = lower value | fluorescence ratio to DMSO, % at 10 µM | ATP-binding cassette sub-family B member 6 (Homo sapiens), Q9NP58;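 active = fluorescence ratio to DMSO below 75%, the collection mean minus 3 SD; inconclusive = too few cells collected in the well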;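 note: signal is porphyrin accumulated inside mitochondria; 100% equals median channel fluorescence of DMSO control wells; lower ratio means ABCB6 inhibition with less porphyrin fluorescence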
# Target sequence (Q9NP58 whole entry, looked up): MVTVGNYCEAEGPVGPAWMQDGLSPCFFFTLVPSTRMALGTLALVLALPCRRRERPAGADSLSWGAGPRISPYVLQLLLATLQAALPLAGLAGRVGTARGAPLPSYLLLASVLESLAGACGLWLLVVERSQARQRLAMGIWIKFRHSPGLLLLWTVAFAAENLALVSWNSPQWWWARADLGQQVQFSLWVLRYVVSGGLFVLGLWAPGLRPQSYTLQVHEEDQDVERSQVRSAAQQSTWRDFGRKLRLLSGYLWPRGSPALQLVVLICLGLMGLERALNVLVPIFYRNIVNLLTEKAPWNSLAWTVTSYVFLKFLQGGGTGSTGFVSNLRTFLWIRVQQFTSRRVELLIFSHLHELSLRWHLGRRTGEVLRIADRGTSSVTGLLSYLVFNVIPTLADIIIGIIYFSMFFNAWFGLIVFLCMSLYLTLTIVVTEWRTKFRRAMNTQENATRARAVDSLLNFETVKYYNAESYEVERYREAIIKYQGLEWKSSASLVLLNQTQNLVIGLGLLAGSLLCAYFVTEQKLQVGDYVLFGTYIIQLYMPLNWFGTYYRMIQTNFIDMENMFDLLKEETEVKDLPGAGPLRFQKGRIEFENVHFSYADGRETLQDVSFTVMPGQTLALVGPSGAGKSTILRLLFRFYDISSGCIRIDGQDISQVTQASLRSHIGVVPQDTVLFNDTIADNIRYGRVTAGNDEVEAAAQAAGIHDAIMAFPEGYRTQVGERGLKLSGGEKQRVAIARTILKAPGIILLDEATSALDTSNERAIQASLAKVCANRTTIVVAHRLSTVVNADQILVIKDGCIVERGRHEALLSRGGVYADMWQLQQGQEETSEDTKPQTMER
# * hit, by the source's call; ? = inconclusive; nt = no result given.
SMILES,HTR2A ag,iPSC survival up,N-glyco inh,CaV13 FRET inh,Cardio protect,Vif inh,aDG glyco up,Exocytosis inh,PDI turbidity,ABCB6 inh MLPCN
COc1ccc(OC)c(NC(=O)CCN2CCCCC2)c1,-1.0,-1.7,3.9,-4.4,6.2,nt,-0.1,-0.4,11.1,100.0
Cn1c(N)cc(-c2ccc(F)cc2)c(C#N)c1=O,2.5,-2.7,0.3,-2.4,5.9,-9.4,-0.1,2.4,-0.1,97.0
C=CCOC(=O)/C=C/C(=O)NC(N)=O,-1.7,0.0,1.4,-3.7,0.6,-2.9,0.6,-4.2,-8.1,94.0
COn1c(=O)c(-c2cccc(Br)c2)[n+]([O-])c2ccccc21,1.6,-0.4,1.3,-5.5,2.3,-4.9,0.1,-3.5,9.1,99.0
COc1ccc(-c2nc3ncccc3o2)cc1NC(=O)c1cccs1,7.3,-0.6,-4.3,-7.0,31.1,1.6,-0.2,10.9,2.5,100.0
CC(=O)N1CCc2cc(C(=O)CN3CCN(c4cccc(Cl)c4)CC3)ccc21,25.2*,3.4,-1.0,-2.9,4.9,-10.5,0.2,4.1,nt,97.0
CC1(c2nnc(-c3cccc(Cl)c3)o2)CC(c2ccccc2Br)=NO1 (stereo not given),-6.7,-1.0,1.0,-5.5,-7.7,-0.5,-0.4,-6.6,5.1,99.0
NS(=O)(=O)c1ccc(N/N=C/c2ccc(C(=O)O)cc2)c([N+](=O)[O-])c1,1.1,4.4,2.2,-5.8,7.8,2.4,0.0,1.8,0.0,100.0
O=C(O)CCc1ccc(-c2ccc(Cl)cc2)n1CC(=O)O,3.9,-0.3,1.0,-8.6,5.8,3.7,0.0,-6.3,3.8,98.0
O=c1[nH]c(/C=C/c2ccc(Cl)cc2Cl)c([N+](=O)[O-])c(=O)[nH]1,1.4,0.4,1.1,-2.4,3.8,-3.9,0.1,-3.0,2.0,102.0
COc1ccccc1Nc1nc(N)nc(CSc2ncccn2)n1,1.1,4.5,5.6,-5.0,7.9,-3.6,0.0,-1.8,-6.1,100.0
CC(=O)N1c2ccccc2C2CCCC[C@@H]21 (stereo not given in full),-3.1,2.4,3.3,-3.8,5.7,7.3,-0.3,-1.3,-0.8,99.0
Cc1nc(N2CCN(C(=O)c3ccco3)CC2)c(C#N)c2c1CCCC2,-2.1,2.2,-4.8,-2.7,2.1,-9.7,0.4,3.4,0.2,96.0
Nn1c(SCC(=O)Nc2ccc(F)cc2)nnc1-c1cccnc1,-0.2,-1.9,4.6,-5.2,4.1,9.9,-0.3,0.8,-4.2,92.0
CC(=O)N(C)/C=C1\Sc2ccccc2C1=O,-0.4,9.0,-0.6,-5.6,9.4,1.4,-0.2,-10.6,3.8,108.0
COc1ccc(NC(=O)CN2C(=O)COc3ccc(S(=O)(=O)N4CCCCC4)cc32)cc1OC,4.8,0.2,-0.2,-3.5,4.7,-2.2,-0.2,-3.9,4.3,111.0
O=C(O)C1(O)C[C@H](O)C(O)[C@@H](O)C1 (stereo not given in full),4.8,0.6,0.4,-5.0,7.2,-0.4,-0.2,-2.4,-3.6,104.0
COc1ccccc1/C=C/C=N/NC(=O)c1ccco1,-2.6,0.4,1.3,1.8,4.6,6.5,0.2,-4.3,-6.7,96.0
Cn1c(=O)c2c(-c3ccccc3)n(-c3cccc(Br)c3)cc2n(C)c1=O,3.2,-2.4,1.4,-4.7,2.5,-5.5,0.0,-3.3,nt,90.0
CC(=O)C1=C(O)C(=O)N(CCNCCO)C1c1ccccc1 (stereo not given),-2.6,-2.1,3.1,-5.9,0.2,11.7,0.2,-1.1,10.2,93.0
Cc1ccc(C)c(N2CCN(C(=O)Cn3cccc3)CC2)c1,1.7,-1.5,1.1,-8.4,1.7,4.2,0.4,0.3,1.1,101.0
Cc1ccc(N(CC(=O)NC(C)C)C(=O)CCC(=O)Nc2nccs2)c(C)c1,5.1,-0.3,-0.4,-13.0,-3.0,-10.5,0.0,0.4,1.2,100.0
Fc1ccc(CN2C3=NCCCN3c3ccccc32)cc1,-5.2,-0.6,-0.7,-14.5,2.6,3.1,0.2,-6.4,-4.7,99.0
CCCN(C)C[C@@H]1OCCCC[C@@H](C)Oc2ccc(NC(=O)c3ccccc3)cc2C(=O)N([C@H](C)CO)C[C@@H]1C,4.8,-0.8,7.7,-8.5,0.5,7.1,-0.3,-2.5,nt,95.0
Cc1sc2ncnc(SCC(=O)N3CCN(C(=O)c4ccco4)CC3)c2c1C,3.9,-0.8,-3.3,-9.9,3.9,-6.9,0.1,-5.8,17.0,97.0

# Looked up above:
# Result for O=C(O)C1(O)C[C@H](O)C(O)[C@@H](O)C1 (stereo not given in full) under N-glyco inh: 0.4
# Result for Fc1ccc(CN2C3=NCCCN3c3ccccc32)cc1 under Vif inh: 3.1

# Continued.
SMILES,HTR2A ag,iPSC survival up,N-glyco inh,CaV13 FRET inh,Cardio protect,Vif inh,aDG glyco up,Exocytosis inh,PDI turbidity,ABCB6 inh MLPCN
CC(=O)N/N=C/c1ccccc1OCCOc1cccc(C)c1,-0.7,-0.1,0.4,-19.1,3.4,-11.9,0.2,-4.2,0.5,99.0
COCCn1c(=O)[nH]c2cc(C(=O)NCCc3ccc(OC)c(OC)c3)ccc2c1=O,3.2,-0.4,2.9,-4.2,13.4,nt,0.1,-1.7,6.2,97.0
O=C(CC(NCc1ccccn1)C(=O)O)Nc1ccccc1Cl (stereo not given),2.3,-0.8,-1.1,-3.4,3.7,-20.9,0.5,5.3,7.3,93.0
CC1CN(S(=O)(=O)c2cc(C(=O)N(C)Cc3cccs3)ccc2Cl)CC(C)O1 (stereo not given),5.0,-1.4,-2.2,-5.5,2.4,-9.4,0.3,0.0,5.9,95.0
O=C(NNC(=O)c1ccccc1[N+](=O)[O-])c1ccc(NC(=O)c2ccccc2)cc1,-6.8,-0.1,0.7,-6.1,14.0,-1.6,1.5,5.8,3.5,100.0
CC1=CC(C)(C)N2C(=O)C3(C(C#N)=C(N)Oc4cc(C)oc(=O)c43)c3cccc1c32 (stereo not given),-6.1,-0.3,1.5,-6.4,16.5,nt,0.2,4.4,16.4,94.0
O=C(N/N=C\c1ccc(F)cc1)c1csnn1,-1.5,-2.7,-1.6,nt,-0.7,9.5,0.0,0.7,0.7,98.0
Cc1cc(C)c(C)c(S(=O)(=O)NC2CCCCC2)c1C,3.0,-0.3,2.0,nt,-2.8,-3.2,0.4,-1.5,9.6,95.0
O=C(Oc1ccc(C(=S)N2CCOCC2)cc1)c1cc([N+](=O)[O-])cc([N+](=O)[O-])c1,-1.0,0.5,0.5,-19.9,-8.5,-2.9,-0.1,7.0,4.7,99.0
COc1ccc2oc(C(=O)OCC(=O)Nc3ccc(C(=O)N(C)C)cc3)c(C)c2c1,4.4,-0.4,-0.4,-6.0,-2.2,nt,0.1,0.0,3.7,90.0
Cc1cc(Cl)c(O)c(-n2nc3ccccc3n2)c1,2.3,-0.4,1.0,-2.5,-3.3,-2.0,0.0,-3.0,9.8,87.0
Cc1ccccc1-c1nc(S(=O)(=O)c2ccccc2)c(N2CCCC2)o1,8.9,-0.4,0.0,-2.0,-10.0,24.8,0.3,3.0,4.6,97.0
CCCNC(=O)c1ccc(Cn2c(=S)[nH]c3c([nH]c4ccc(OC)cc43)c2=O)cc1,7.2,0.3,-0.3,-5.4,1.0,5.5,-0.1,1.4,-19.0,96.0
CCOc1cc(S(=O)(=O)NCc2ccncc2)ccc1Cl,1.2,2.1,-8.2,-3.6,-17.4,3.2,7.0,-2.3,5.3,98.0
COCCCN(Cc1cccs1)S(=O)(=O)c1csc(C(N)=O)c1,-3.3,-0.4,-1.0,-2.1,-0.3,4.3,-0.1,-6.1,10.3,92.0
CCOc1ccccc1NC(=O)Cn1nnc(C(=O)NCc2ccc3c(c2)OCO3)c1N,-5.2,1.2,?,-4.0,-2.6,19.8,-0.2,0.2,-6.5,93.0
c1ccc(-c2ccc(-c3ccccc3)[nH]2)cc1,3.6,-1.8,-7.0,-6.4,-7.2,10.4,-0.1,-25.9,4.7,98.0
O=[N+]([O-])c1cc(C(F)(F)F)ccc1-n1nnc2ccccc21,2.6,-3.9,0.4,-4.8,-1.9,5.1,-0.2,1.5,6.1,90.0
Cc1ccc(CNC(=O)COC(=O)c2ccc(S(=O)(=O)N3CCOCC3)cc2)cc1,7.1,0.5,0.2,-4.7,-1.0,-7.6,0.1,14.8,-3.7,101.0
Cc1ccc(CNC(=O)C2CCCN2C(=O)Nc2ccccc2)cc1 (stereo not given),2.5,-0.1,0.1,-5.1,0.1,-5.9,0.0,-7.8,10.0,102.0
COC(=O)c1sccc1NC(=S)N1CCN(c2ccccc2)CC1,4.9,3.0,-0.2,-6.6,0.3,-1.8,0.1,-2.9,-8.6,100.0
Cn1cc(CN2CCC(C(=O)NC(c3ccc(-c4ccccc4)cc3)c3cnccn3)CC2)c2ccccc21 (stereo not given),-2.9,-2.0,-10.6,-6.1,-17.3,12.3,-0.8,16.8,7.9,94.0
CCOC(=O)C1C(c2ccc(Cl)cc2)NC(=S)NC1(O)C(F)(F)F (stereo not given),-0.4,0.2,0.5,5.5,-6.9,0.8,-0.1,1.9,-3.7,95.0
COc1ccc(C2(C)NC(=O)N(CC(=O)Nc3ccc(S(=O)(=O)N4CCCC4)cc3)C2=O)cc1 (stereo not given),-1.8,0.7,-0.6,nt,-6.7,-4.7,0.1,0.3,-0.2,100.0
COc1ccc(NC(=O)c2cccc(S(=O)(=O)N3CCN(c4ccccc4)CC3)c2)c(OC)c1,-3.7,-0.7,-3.0,-5.6,-11.5,-2.3,0.3,4.5,10.4,102.0
# Remaining list, next part.
SMILES,HTR2A ag,iPSC survival up,N-glyco inh,CaV13 FRET inh,Cardio protect,Vif inh,aDG glyco up,Exocytosis inh,PDI turbidity,ABCB6 inh MLPCN
COC(=O)CC1=Nc2ccccc2NC(=O)C1,0.9,0.9,1.2,nt,6.9,3.6,-0.1,-1.0,-13.5,95.0
COC(=O)Nc1cc([N+](=O)[O-])ccc1OC,0.4,3.6,-0.6,-2.4,0.9,-4.0,0.0,-3.2,-2.9,99.0
CCOc1ccccc1NC(=S)NCCc1ccccc1,-9.0,-3.3,-1.9,5.5,6.6,-1.7,0.5,-3.0,-6.3,99.0
Cc1ccc(C(=O)NCC(=O)OCCOc2cccc(Cl)c2)cc1,-12.2,0.4,1.0,-13.6,-3.6,1.6,-0.3,22.9,5.9,98.0
COc1cc2c(cc1NC(=O)/C=C/c1ccccc1)oc1ccccc12,-1.7,0.4,1.3,-7.8,-8.2,4.0,0.2,1.0,4.5,94.0
CCc1ccccc1NC(=O)CC1CS(=O)(=O)CC1CC(=O)Nc1ccccc1CC (stereo not given),3.7,-1.6,2.8,-4.7,-8.5,6.5,-0.3,0.8,-13.5,104.0

# Screens (PubChem BioAssay)
